# SV40 large T antigen: TAg ATPase/helicase activity blockers – biochemical (AID 1903); hit rate 0.39% among 310,000; inhibition, % at 20 µM, or IC50 in µM where a hit was titrated; SV40 large T antigen ATPase/helicase inhibition assay; higher % means a stronger effect; in the data active = a potency from the dose series; also: strong numbers were not always called active
# NTR1 ag: NTR1-driven beta-arrestin-GFP spot formation – imaging, U2OS cells, high content, primary screen (AID 493036); agonist mode; P30989; hit rate 0.17% among 330,000; activation, % at 20 µM;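 active = activation at or above 40% of the spot to cytoplasm intensity ratio, with at least 20 cells analyzed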;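 also: 0% = DMSO without peptide and 100% = 100 nM NTR1 peptide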
# Target sequence (P30989 whole entry, looked up): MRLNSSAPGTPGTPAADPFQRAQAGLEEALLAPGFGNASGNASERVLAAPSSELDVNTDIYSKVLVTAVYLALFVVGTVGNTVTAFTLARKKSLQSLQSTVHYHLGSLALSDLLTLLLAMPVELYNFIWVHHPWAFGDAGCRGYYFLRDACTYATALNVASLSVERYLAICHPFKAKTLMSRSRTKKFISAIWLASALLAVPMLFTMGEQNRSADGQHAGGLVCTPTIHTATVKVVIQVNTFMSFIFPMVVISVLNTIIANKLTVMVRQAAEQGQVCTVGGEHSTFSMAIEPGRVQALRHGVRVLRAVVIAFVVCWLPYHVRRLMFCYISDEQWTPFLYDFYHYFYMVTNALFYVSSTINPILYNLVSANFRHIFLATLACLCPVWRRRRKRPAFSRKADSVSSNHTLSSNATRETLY
# RSV antiviral HEp-2: inhibition of RSV-induced cytopathic effect – HEp-2 cells, primary 10 µM value included (AID 2391); HEp-2 cells, RSV-induced CPE inhibition; higher % means a stronger effect; CPE inhibition, % at 10 µM, or IC50 in µM where a hit was titrated; hit rate 0.13% among 310,000; in the data active = a potency from the dose series; also: strong numbers were not always called active
# T cell modulator: T cell immune modulators affecting CD8 T cell-vesicle binding; 2C CD8+ T cell-vesicle binding, flow cytometry; active compounds read low; calls only at 7 µM; hit rate 0.068% among 330,000; AID 2052;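 active = response, share of CD8 T cells binding vesicles, and their 90th percentile fluorescence all below set limits, cut at about 80% in these data, passing the limit was not always enough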
#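 Read-out – percent CD8+ FL2 mean versus row control · System – murine 2C transgenic CD8+ T lymphocytes · Times – 1.5 h cell–vesicle binding at 37 °C, then 20 min icy labelling · Control set – naked vesicles low, QL9 vesicles with vehicle high · Detection – cytometric PE anti-B7-1 and Alexa647 anti-CD8 signals after 1% paraformaldehyde fixation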
# K1F lysis inhibition: inhibition of K1F phage lysis, E. coli UTI89, bacterial capsule biogenesis inhibitors, alamar blue (AID 488966) | hit rate 0.02% among 340,000 | E. coli UTI89 K1F phage lysis, alamar blue, 2 h; higher % means a stronger effect | one-dose inhibition, % at 100 µM; IC50 in µM for titrated hits;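 active = phage lysis inhibition, versus mean bacterial control, above a set limit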;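 also: capsule biogenesis inhibitors block K1F phage lysis so surviving cells raise fluorescence; higher fluorescence means more inhibition of phage lysis; actives were called in the ten point dose series up to 300 µM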
# NS5 inhibitors: Dengue-2 NS5 methyltransferase inhibitors, primary screen, biochemical, confirmation dose response (AID 588689) | Dengue-2 NS5 methyltransferase capping enzyme assay, biochemical; higher % means a stronger effect | one-dose inhibition, % at 25 µM; IC50 in µM for titrated hits | hit rate 0.3% among 340,000; in the data active = a potency from the dose series
# Salmonella PhoP GFP: PhoP-dependent GFP reporter repression – Salmonella Typhimurium, primary screen (AID 1863); S. Typhimurium PhoP-regulated promoter GFP reporter, 4 h; higher % means a stronger effect; one-dose inhibition, % at 50 µM; IC50 in µM for titrated hits; hit rate 0.16% among 300,000;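 active = inhibition over 29.93%, a cutoff 3 SD above the screen mean, later confirmed by dose response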;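 also: 0% = low Mg2+ inducing control and 100% = high Mg2+ repressing control; strong numbers were not always called active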
# MgcRacGAP inhibition: MgcRacGAP GTPase-activating activity inhibitors, confirmation, biochemical, ADP Hunter fluorescence | MgcRacGAP-stimulated Rac1 GTP hydrolysis, ADP Hunter fluorescence; higher % means a stronger effect; GST-tagged Rac1 F28L mutant substrate | hit rate 0.6% among 340,000 | inhibition, % at 30 µM, or IC50 in µM where a hit was titrated;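 active = first-screen hits whose inhibition reached a set limit at any dose in the follow-up dose series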;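 also: fluorescence reports GDP produced by GAP-driven GTP hydrolysis; strong numbers were not always called active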
# West Nile antiviral: inhibition of WNV-induced cytopathic effect – cell-based, CPE readout (AID 1621); CPE inhibition, % at 10 µM; hits with a dose series show IC50 in µM; hit rate 0.02% among 290,000; West Nile virus-infected cells, CPE inhibition; higher % means a stronger effect; in the data active = a potency from the dose series; also: strong numbers were not always called active
# T cell modulator vesicle-bound %: recorded beside T cell modulator, whose call it bears; double positive events, %; measured here: CD8+ vesicle-bound cell fraction;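 binding gate set so that unloaded-vesicle control wells show 10% double positive cells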
# NTR1 ag cell count 20 µM: recorded beside NTR1 ag, whose call it bears; cell count; measured here: cell count, cytotoxicity flag
# NS5 inhibitors pilot replicate: further read-out of NS5 inhibitors, marked with its call; inhibition, %; measured here: pilot screen replicate inhibition
# Active calls of the source: *; i = inactive; / = not tested or not shown; [ ] = another dose, or the depositor's remark.
SMILES,SV40 large T antigen,NTR1 ag,NTR1 ag cell count 20 µM,RSV antiviral HEp-2,T cell modulator,T cell modulator vesicle-bound %,K1F lysis inhibition,NS5 inhibitors,Salmonella PhoP GFP,MgcRacGAP inhibition,West Nile antiviral,others
COc1ccc(CC(=O)Nc2cccc(-c3nnc(-c4ccc(C)cc4)o3)c2)cc1OC,6%,14,49,11%,i,46,0.8%,-3%,-8%,3%,0.7%,
O=C(CSCc1ccc(Br)cc1)Nc1ccc(S(=O)(=O)N2CCCCCC2)cc1,-2%,7.3,52,22%,i,20,5.0%,-5%,-3%,-3%,-0.1%,
O=C(Cn1nc(-c2ccco2)ccc1=O)Nc1cc(Cl)ccc1Cl,9%,-0.6,71,2.1%,i,16,3.3%,0%,-3%,8%,0.7%,
N#Cc1c(N)n(CCNC(=O)c2ccccc2)c2nc3ccccc3nc12,-7%,0.5,76,0.6%,i,47,-0.1%,-33%,2%,13%,-0.5%,
CCOC(=O)c1[nH]c2ccc(C)cc2c1N=C(C)N(C)C,25%,-0.4,36,-1.1%,i,16,1.1%,2%,11%,10%,0.0%,
O=C(CSC1CC(=O)N(CC(c2ccccc2)c2ccccc2)C1=O)Nc1ccc(Cl)cc1 (centres undefined),0%,/,/,19%,i,48,0.5%,-2%,6%,7%,-0.7%,
CCCc1cc(C(=O)N(C2CCCCC2)C2CCCCC2)no1,10%,-0.4,46,-0.1%,i,20,-0.2%,-1%,0%,0%,-0.4%,
Cc1nn(CC(=O)Nc2ccc3c(c2)nc(CN2CCCC2)n3C)c(=O)c2ccccc12,1%,-0.9,50,0.2%,i,43,2.0%[50 µM],-3%,-2%,1%,0.2%,
CC(C)(C)OC(=O)NN1CC(=O)N2[C@@H](Cc3c([nH]c4ccccc34)C2(C)C)C1=O,5%,4.0,84,1.7%,i,47,-0.1%,-5%,-3%,-3%,-0.5%,
CCN(CC)CCN1C(=O)c2oc3ccccc3c(=O)c2C1c1ccc(F)cc1 (centres undefined),1%,-1.2,74,0.6%,i,31,3.2%,-3%,5%,5%,-0.2%,
CCOc1ccc(NC(=O)Nc2cc(OCC(F)(F)F)cc(OCC(F)(F)F)c2)cc1,-5%,5.4,70,8.0%,i,55,0.2%,-5%,-13%,8%,-1.3%,
COc1cc(/C=C/C(=O)OCC(=O)Nc2ccc(C)cc2[N+](=O)[O-])ccc1O,8%,2.8,48,-0.4%,i,28,0.2%,-14%,0%,11%,0.2%,
C=CCN1C(=O)/C(=C\c2ccco2)C(C(=O)OC)=C1C,9%,-1.0,49,3.2%,i,48,1.6%,-1%,8%,14%,-0.1%,
COc1ccc(C2CC(c3ccccc3Br)=NN2c2ccc(S(N)(=O)=O)cc2)cc1 (centres undefined),/,7.7,60,/,/,/,0.1%,-3%,/,5%,/,NS5 inhibitors pilot replicate=2.5
Cc1cccc(OCC(=O)NNC(=O)c2cccs2)c1,7%,-0.2,43,-1.1%,i,32,0.1%,/,-8%,2%,-0.1%,
CCOc1ccc(N/C=C/C(=O)c2cc(OC)c(OC)c(OC)c2)cc1,9%,2.9,51,2.0%,i,57,-0.2%,-10%,-1%,6%,-0.5%,
CCOC(=O)CC(NC(=O)c1cccc2c1C(=O)N(Cc1cccnc1)C2)c1ccc(OC(C)C)cc1 (centres undefined),1%,2.1,82,0.5%,i,34,2.5%,/,6%,2%,-0.4%,
O=C(Cc1ccc(Cl)cc1)N/N=C/c1ccccc1,/,0.3,75,0.8%,i,49,-0.1%,-4%,/,3%,-0.6%,
FC(F)(F)c1cccc(Cc2noc(CN3CCCC3)n2)c1,0%,0.2,55,-0.9%,i,60,1.4%,-5%,10%,2%,-0.2%,
O=C1c2ccccc2C(=O)N1CC(O)COCc1ccccc1 (centres undefined),21%,-0.3,52,-0.2%,i,24,0.3%,-1%,-7%,12%,0.2%,
C=CCn1c(CCNC(=O)c2ccco2)nc2ccccc21,4%,-0.7,37,1.7%,i,18,0.1%,4%,1%,2%,-0.9%,
O=C(Nc1ccccc1)c1ccc(Br)c(S(=O)(=O)Nc2cccnc2)c1,1%,0.4,56,-0.1%,i,11,1.7%,-7%,-2%,7%,-0.3%,
COc1ccccc1N(Cc1ccccc1)S(=O)(=O)c1cccc(C(=O)Nc2cccc(C)n2)c1,3%,1.9,69,18%,i,58,2.3%[50 µM],7%,-2%,5%,0.9%,
CCOC(=O)COc1ccc2c(C#N)c3ccccn3c2c1,-2%,/,/,/,/,/,-0.4%,19%,-10%,1%,0.5%,
CC(C)c1nc(N2CCN(C(=O)c3ccccc3)CC2)c(C#N)c2c1COC(C)(C)C2,6%,2.0,80,22%,i,33,0.6%,-31%,-3%,5%,0.0%,

# Sorted by length of the SMILES (highest first): part of the list above
SMILES,SV40 large T antigen,NTR1 ag,NTR1 ag cell count 20 µM,RSV antiviral HEp-2,T cell modulator,T cell modulator vesicle-bound %,K1F lysis inhibition,NS5 inhibitors,Salmonella PhoP GFP,MgcRacGAP inhibition,West Nile antiviral,others
O=C(CSC1CC(=O)N(CC(c2ccccc2)c2ccccc2)C1=O)Nc1ccc(Cl)cc1 (centres undefined),0%,/,/,19%,i,48,0.5%,-2%,6%,7%,-0.7%,
COc1cc(/C=C/C(=O)OCC(=O)Nc2ccc(C)cc2[N+](=O)[O-])ccc1O,8%,2.8,48,-0.4%,i,28,0.2%,-14%,0%,11%,0.2%,
COc1ccc(CC(=O)Nc2cccc(-c3nnc(-c4ccc(C)cc4)o3)c2)cc1OC,6%,14,49,11%,i,46,0.8%,-3%,-8%,3%,0.7%,
O=C(CSCc1ccc(Br)cc1)Nc1ccc(S(=O)(=O)N2CCCCCC2)cc1,-2%,7.3,52,22%,i,20,5.0%,-5%,-3%,-3%,-0.1%,
O=C(Nc1ccccc1)c1ccc(Br)c(S(=O)(=O)Nc2cccnc2)c1,1%,0.4,56,-0.1%,i,11,1.7%,-7%,-2%,7%,-0.3%,
C=CCN1C(=O)/C(=C\c2ccco2)C(C(=O)OC)=C1C,9%,-1.0,49,3.2%,i,48,1.6%,-1%,8%,14%,-0.1%,
CCOC(=O)c1[nH]c2ccc(C)cc2c1N=C(C)N(C)C,25%,-0.4,36,-1.1%,i,16,1.1%,2%,11%,10%,0.0%,
O=C(Cc1ccc(Cl)cc1)N/N=C/c1ccccc1,/,0.3,75,0.8%,i,49,-0.1%,-4%,/,3%,-0.6%,

# (continued)
SMILES,SV40 large T antigen,NTR1 ag,NTR1 ag cell count 20 µM,RSV antiviral HEp-2,T cell modulator,T cell modulator vesicle-bound %,K1F lysis inhibition,NS5 inhibitors,Salmonella PhoP GFP,MgcRacGAP inhibition,West Nile antiviral,others
NS(=O)(=O)c1ccc(NC(=S)Nc2ccn(Cc3cccc4ccccc34)n2)cc1,0%,2.4,34,6.0%,i,56,0.3%,3%,-2%,6%,-0.8%,
O=C(NCc1ccc(Cl)cc1)C(=O)NCC1OCCN1S(=O)(=O)c1cc(F)ccc1F (centres undefined),22%,-0.9,65,3.2%,i,47,1.5%[50 µM],-2%,-7%,5%,-1.6%,
CC(=O)OCCn1c(=O)c2cc3c(=O)n(CCOC(C)=O)c(=O)c3cc2c1=O,2%,0.3,67,0.8%,i,33,0.2%,-12%,-14%,2%,0.1%,
CCOc1ccccc1Nc1nnc(SCC(=O)Nc2cccc(S(=O)(=O)NC3=NCCCCC3)c2)s1,9%,4.3,66,14%,i,4,-0.5%[50 µM],-5%,2%,9%,-0.6%,
COc1ccccc1N1CCN(C(=O)CCS(=O)(=O)c2ccc3c(c2)oc(=O)n3C)CC1,15%,0.6,63,1.7%,i,38,1.6%,-12%,-1%,11%,-0.4%,
O=C(NCc1ccccc1)c1c[nH]c2ccc(S(=O)(=O)Nc3ccc4c(c3)OCCO4)cc2c1=O,9%,-0.5,49,2.5%,i,59,0.3%,-2%,-14%,9%,0.5%,
CCOC(=O)c1c(-c2ccc(F)cc2)csc1NC(=O)C1CC=CCC1C(=O)O (centres undefined),2%,1.1,27,2.9%,i,59,-1.4%,10%,2%,14%,0.5%,
COc1ccc(OC)c(/C=N\NC(=O)c2cc3c(ccc4ccccc43)o2)c1,8%,4.1,60,12%,i,50,0.0%[50 µM],-1%,-1%,-5%,-0.1%,
Cc1nc2ccccc2n1S(=O)(=O)c1ccc(Br)cc1,2%,5.1,53,0.6%,i,29,1.2%[50 µM],1%,-16%,1%,-0.2%,
O=C1CCC(=O)N1CNc1ccccn1,4%,0.0,50,0.8%,i,5,0.5%,0%,-16%,1%,0.3%,
CN(C)S(=O)(=O)c1ccc(C(=O)OCCc2ccccc2)cc1,9%,3.3,60,1.5%,i,42,0.2%,-11%,-3%,4%,-0.6%,
COc1ccccc1/C=C1\SC(=S)N(Nc2nc(C)cc(C)n2)C1=O,13%,-0.5,59,0.6%,i,52,6.5%,7%,-2%,7%,0.5%,
Cc1c(Cl)cccc1NC(=O)CCS(=O)(=O)c1cccc2nonc12,10%,-0.1,32,0.9%,i,32,0.3%,-1%,-2%,5%,-0.5%,
CCOC(=O)c1c[nH]n(-c2ccccc2)c1=O,17%,-0.6,56,1.6%,i,12,0.1%,-2%,-12%,15%,-0.1%,
Cn1cc(CN2CCC(CO)(CCCc3ccccc3)CC2)c(-c2ccccc2)n1,12%,1.0,54,-2.9%,i,15,0.2%,-11%,-5%,5%,-0.2%,
CCCCn1nc(NC(=O)CCC)c2cc3cc(OC)ccc3nc21,1%,2.3,99,1.2%,i,7,-1.7%[50 µM],-1%,-3%,/,0.3%,
CC(C(=O)O)n1c2ccccc2c2cnn(C)c(=O)c21 (centres undefined),5%,1.1,81,0.4%,i,28,-1.2%[50 µM],9%,-11%,-10%,1.6%,
CCOC(=O)C1CCN(C(c2cc(OC)c(OC)c(OC)c2)c2sc3nc(C)nn3c2O)CC1 (centres undefined),12%,-2.1,72,0.2%,i,9,-2.3%,-3%,1%,-1%,0.1%,
CC1(C)NC(=O)N(CCOCCOc2c(Cl)cc(Cl)cc2Cl)C1=O,-9%,-1.0,86,2.7%,i,59,0.4%,-5%,3%,7%,0.3%,NS5 inhibitors pilot replicate=-0.3
Cc1ccc(NS(=O)(=O)c2cccc(C(=O)NCC(c3ccco3)N3CCCC3)c2)cc1 (centres undefined),/,2.6,55,0.4%,i,32,0.2%[50 µM],-13%,/,0%,/,
O=C(/C=C/c1ccc([N+](=O)[O-])cc1)OCC(=O)N1CCCC1,/,-0.8,58,/,i,43,0.8%,-4%,/,0%,/,
NCCc1nnc(SCc2c(Cl)cccc2Cl)o1,8%,-1.4,55,-0.6%,i,10,-0.7%,-1%,-5%,5%,-0.3%,
CCOc1ccc(CCNC(=O)CCc2nnc3ccc(N4CCCC4)nn23)cc1OCC,/,7.1,43,0.6%,i,26,4.7%,-1%,/,-18%,0.0%,
